Eya2 inh – qHTS Assay for Inhibitors of the Phosphatase Activity of Eya2; recombinant Eya2, OMFP fluorescence dephosphorylation (OMFP is methylfluorescein phosphate); Potency, µM (series often up to 76.9 µM), for inactives: at the top dose activity, negative = inhibition, usual class: inhibitors; 0.006% of 330,000 active; further: potency means the concentration at half of the fitted maximal effect; on the % scale 0 is the no-effect control and ±100 the full control effect
Target sequence (O00167 whole entry, looked up): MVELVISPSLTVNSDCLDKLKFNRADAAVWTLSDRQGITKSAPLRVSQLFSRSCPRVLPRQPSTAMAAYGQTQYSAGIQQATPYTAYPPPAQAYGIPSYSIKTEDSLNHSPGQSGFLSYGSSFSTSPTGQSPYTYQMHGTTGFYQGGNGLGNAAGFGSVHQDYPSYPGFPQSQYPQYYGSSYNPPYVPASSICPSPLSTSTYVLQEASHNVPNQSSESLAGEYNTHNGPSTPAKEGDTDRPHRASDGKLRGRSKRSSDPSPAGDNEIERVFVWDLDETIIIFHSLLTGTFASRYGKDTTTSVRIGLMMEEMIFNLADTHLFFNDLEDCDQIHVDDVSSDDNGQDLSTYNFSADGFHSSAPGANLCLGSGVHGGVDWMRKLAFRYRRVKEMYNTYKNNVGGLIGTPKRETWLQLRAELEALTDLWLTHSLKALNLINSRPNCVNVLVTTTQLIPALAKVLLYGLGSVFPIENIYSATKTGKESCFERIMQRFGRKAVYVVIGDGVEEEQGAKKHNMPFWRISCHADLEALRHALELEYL
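Eya2 protein (added as 0.2 uM solution) was preincubated with compound for 10 min at ambient temperature in 50 mM HEPES pH 7.5, 50 mM NaCl, 5 uM MgCl2, 0.05% BSA, 1 mM DTT. OMFP (added at 50 uM) then reacted 10 min; fluorescence read at 485/525 nm.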
p53 reactivator – qHTS assay for re-activators of p53 using a Luc reporter; H1299 p53-A138V BP100-luciferase reporter, luminescence, 24 h; Potency, µM (titrated, usually from 92.2 µM), without a hit: at the highest dose activity change, positive = activation, most hits filed as activators; 0.063% of 320,000 active; further: potency means the concentration at half of the fitted maximal effect; % of control where 0% means no effect; nearly all actives have a fitted effect of over 45% in size
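p53-null H1299 cells stably carrying temperature-sensitive p53-A138V and a BP100-luciferase reporter were pinned with compounds (4-point, 1:5 series) and held 24 hrs at 37 deg C. Luminescence was read 10 min after detection reagent.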
ASM inhibitor – Inhibitors of Secretory Acid Sphingomyelinase (S-ASM): qHTS; Sphingomyelin phosphodiesterase (Homo sapiens), P17405; placental ASM, HMU-PC fluorogenic substrate, 60 min; Potency, µM (doses to about 57.5 µM), inactives show at the top dose activity change, negative = inhibition, hits mostly inhibitors; 0.006% of 340,000 active; further: potency means the concentration at half of the fitted maximal effect
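qHTS format. ASM enzyme prepared from human placenta hydrolyses the fluorogenic substrate HMU-PC0 (9 uM final) over 60 min at 37 °C after a 10 min compound preincubation.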
B2AR arrestin – qHTS assay of beta-arrestin-biased ligands of beta2-adrenergic receptor | Beta-2 adrenergic receptor (Homo sapiens), P07550 | 0.02% of 330,000 active | Potency, µM (doses to about 46.1 µM), without a hit: at the highest dose activation, usual class: activators | beta-arrestin recruitment to beta2AR, cell-based reporter | AID 492947, 2010;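 further: potency means the concentration at half of the fitted maximal effect; 0% = DMSO controls and full agonism = EC100 isoproterenol or metaproterenol; nearly all actives have a fitted effect of over 65% in size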
USP2a block – qHTS Assay for Inhibitors of Ubiquitin-specific Protease USP2a Using CHOP2 as the Reporter | 0.01% of 330,000 active | Potency, µM (top dose mostly 38.3 µM), without a hit: top-dose activity change, negative = inhibition, hits mostly inhibitors | AID 463254, 2010 | USP2 core, Ub-CHOP2 coupled fluorogenic reporter, 485/531 | Ubiquitin carboxyl-terminal hydrolase 2 (Homo sapiens), O75604;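 further: potency means the concentration at half of the fitted maximal effect; plate controls were DMSO wells for no effect and full inhibition by NEM control for full effect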
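Deubiquitinase activity read as fluorescence (485/531 nm) after Ub-CHOP2 cleavage activates the enterokinase reporter on its substrate; USP2 core 10nM, Ub-CHOP2 and substrate 25nM each, 30min compound preincubation then 60min RT; data normalized to NEM, curves fitted.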
TSG101-PTAP inh – qHTS Assay for Iinhibitors of HIV-1 Budding by Blocking the Interaction of PTAP/TSG101 | Potency, µM (highest dose often 115 µM), inactives show at the top dose activity change, negative = inhibition, most hits filed as inhibitors | 340,000 tested, under 10 active | Fluorescence polarization, FITC-PTAP peptide / Tsg101 binding | AID 493005, 2010 | Tumor susceptibility gene 101 protein (Homo sapiens), Q99816; active means well fitted inhibition curve with a large enough effect in the main read-out, with a control signal flat, not every such curve was filed as active; inconclusive means small, poorly fitted or top-dose-only effect, or effect the other way, or a change in a side signal; inactive means no such curve, though single readings can be large or run the other way; further: potency means the concentration at half of the fitted maximal effect; % of control where 0% means no effect
Target sequence (Q99816 whole entry, looked up): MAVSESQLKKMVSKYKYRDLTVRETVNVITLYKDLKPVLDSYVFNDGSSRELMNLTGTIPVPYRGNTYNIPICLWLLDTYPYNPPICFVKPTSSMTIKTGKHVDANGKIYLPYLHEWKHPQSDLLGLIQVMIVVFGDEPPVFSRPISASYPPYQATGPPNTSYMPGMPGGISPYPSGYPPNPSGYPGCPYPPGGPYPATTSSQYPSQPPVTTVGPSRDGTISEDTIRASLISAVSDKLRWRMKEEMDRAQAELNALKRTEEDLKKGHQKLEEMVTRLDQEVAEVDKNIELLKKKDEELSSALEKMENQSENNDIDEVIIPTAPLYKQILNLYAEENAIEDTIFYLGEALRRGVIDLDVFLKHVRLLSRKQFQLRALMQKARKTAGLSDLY
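Tsg101 binding domain (10 uM final) was mixed with compound and a FITC-labeled PTAP peptide (50 nM final) in HEPES pH 7.5 buffer with NaCl, Tween 20, EDTA and TCEP; fluorescence polarization was read after 20 min at r.t.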
BRCA1 expr up – qHTS Assay to Identify Small Molecule Activators of BRCA1 Expression | MCF7-BRCA1-FFLuc reporter, luminescence, 48 h; response scale: scaled: vehicle 0%, 10 µM genistein 100% | Potency, µM (highest dose often 46.1 µM), for the others: at the top dose activation, hits mostly activators | 1.1% of 380,000 active | AID 624202, 2012; further: potency means the concentration at half of the fitted maximal effect; nearly all actives have a fitted effect of over 80% in size; some results filed as inactive show a strong effect at the top dose
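First, MCF7-BRCA1-FFLuc cells (2000/well) attach for 2 h; next, compounds are pin-added and incubated 48 h at 37 °C; finally, luciferase reagent is added and luminescence read after 15 min.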
TRPV1 agonist – HTS Assay for Compounds that Act as Agonists of the Vanilloid Receptor 1 | TRPV1-expressing cells, Fluo-8 calcium influx, agonist mode | activation, % at 8.33 µM | 0.19% of 320,000 active | AID 540275, 2011; in the data active means activation above about 80%; inconclusive means between about 30% and that limit; further: 0% is about no effect
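TRPV1-expressing cells were cultured overnight at 35.5C and loaded with Fluo-8 calcium dye for 40 to 90 min at room temperature. After a 10 s baseline, compound was added and calcium influx was read kinetically for 3 min (ex 480/em 520 nm).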
a7 integrin act – qHTS for Activators of Integrin-Mediated Alleviation for Muscular Dystrophy. Potency, µM (highest dose often 38.3 µM), for inactives: top-dose activation, usual class: activators. 0.064% of 350,000 active. alpha7betagal myoblasts, beta-gal FDG fluorescence, 48 h;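 further: potency means the concentration at half of the fitted maximal effect; 100% = response of the positive control SU9516; nearly all actives have a fitted effect of over 60% in size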
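Alpha7betagal+/- myoblasts (passage 13) were plated 16-24 hr, then exposed to compounds (1:260 dilution of DMSO stock) for 48 hours at 37C. After MPER lysis, β-galactosidase reporter activity was read as FDG fluorescence (ex 480/em 540) after 30 minutes.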
uPA surface inh – qHTS for Inhibitors of Cell Surface uPA Generation | cell surface uPA generation assay, qHTS | Potency, µM (highest dose often 38.3 µM), for inactives: at the top dose activity change, negative = inhibition, hits mostly inhibitors | 0.31% of 330,000 active; active means well fitted inhibition curve with a large enough effect; inconclusive means small, poorly fitted or top-dose-only effect; inactive means no such curve, though single readings can be large or run the other way; tested in mouse RAW 264.7 cells; further: potency means the concentration at half of the fitted maximal effect; on the % scale 0 is the no-effect control and ±100 the full control effect; nearly all actives have a fitted effect of over 55% in size
ELG1 genotoxic – qHTS screen for small molecules that induce genotoxicity in human embryonic kidney (HEK293T) cells expressing luciferase-tagged ELG1. 1.3% of 330,000 active. HEK293T ELG1-luciferase reporter, luminescence, 16 h. Potency, µM (highest dose often 46 µM), without a hit: at the highest dose activity change, positive = activation, most hits filed as activators; further: potency means the concentration at half of the fitted maximal effect; % of control where 0% means no effect; nearly all actives have a fitted effect of over 60% in size
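Genotoxicity was scored as increased ELG1-luciferase reporter signal, measured by ONE-Glo luminescence (30 min, room temperature). Compound or vehicle exposure of the HEK293T reporter cells lasted 16 hr at 37°C.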
Numbers without * were called inactive; ? = inconclusive; · = not tested or not shown; [ ] = dose if it differs, or a comment. Unless noted, the call rests on the fitted dose curve; in most records, active means well fitted curve in the direction sought with a large enough effect; inconclusive means small, poorly fitted or top-dose-only effect, or another doubt; inactive means no such curve, though single readings can be large; an effect the other way counts as inactive or inconclusive. Compounds were not picked by outcome, and some 2.6% of all compounds hit somewhere here.

Results follow in this order: Eya2 inh	p53 reactivator	ASM inhibitor	B2AR arrestin	USP2a block	TSG101-PTAP inh	BRCA1 expr up	TRPV1 agonist	a7 integrin act	uPA surface inh	ELG1 genotoxic
> O=C(NCC1COc2ccccc2O1)C1(c2ccccc2)CCCC1 (centres undefined)
    -14.7%	-1.2%	-1.9%	0.1%	1.1%	-4.5%	0.0%	6.6	24.0%	2.8%	-5.4%
> CCN(Cc1ccccc1)C(=O)c1ccc(SC)cc1OC
    -11.3%	-3.1%	5.5%	0.3%	3.1%	-5.8%	-1.6%	0.7	25.7%	1.6%	-1.4%
> COc1ccc(NC(=O)CN(C)C(=O)CN2C(=O)NC3(CCCCC3)C2=O)cc1
    11.8%	1.0%	2.7%	-1.2%	1.0%	-6.0%	2.2%	0.2	17.7%	-5.5%	5.1%
> Cc1ccccc1NC(=S)N(CCN1CCCCCC1)Cc1cccs1
    11.1%	14.5%	-2.3%	3.0%	3.2%	-2.0%	-12.5%	15.6	0.0%	-7.8%	-6.8%
> CCCCc1cn([C@@H](CCCCNC(=O)OC(C)(C)C)C(=O)N2CCN(C(=O)OC(C)(C)C)CC2)nn1
    -4.0%	-4.0%	-4.9%	-0.8%	4.8%	-6.3%	-8.9%	1.2	11.4%	3.9%	-10.0%
> COc1ccccc1N(CC(=O)NCCN1CCOCC1)S(=O)(=O)c1ccc(C)cc1
    -7.2%	-1.0%	5.6%	-2.2%	1.7%	2.1%	-11.7%	-5.9	?	-0.1%	-0.5%
> [O-][n+]1c2ccc3nonc3c2nn1-c1ccccc1Cl
    1.0%	-10.5%	1.5%	0.0%	1.1%	-0.4%	-0.3%	5.7	4.9%	-3.3%	1.2%
> CCN(CC)S(=O)(=O)c1ccc(C(=O)OCC(=O)c2ccc3c(c2)NC(=O)CO3)cc1
    -4.4%	-0.7%	-4.0%	-0.5%	3.3%	-0.6%	-2.7%	·	17.7%	14.9%	-0.1%
> Cn1c(=O)c2c(nc(SCc3cccnc3)n2Cc2ccccc2)n(C)c1=O
    -6.5%	0.1%	-1.3%	-0.1%	-4.2%	-0.4%	-4.3%	-1.4	?	-4.2%	1.2%
> O=C(CCCN1C(=O)/C(=C/c2cccs2)SC1=S)NNC(=O)c1ccccc1O
    2.4%	-2.6%	-0.5%	11.5%	0.9%	-2.2%	-84.8%	-1.9	-6.5%	-0.5%	8.7%
> O=C(NCN1C(=O)C2C3C=CC(C3)C2C1=O)Nc1ccccn1 (centres undefined)
    -4.5%	-8.3%	3.6%	-0.5%	-0.2%	-4.9%	-4.2%	1.1	-3.0%	5.7%	3.0%
> COc1cccc(CN2CC(C(=O)N(C)CCc3ccccc3)CCC2=O)c1 (centres undefined)
    6.4%	3.5%	-0.9%	-0.3%	1.1%	-3.0%	9.3%	-0.8	-12.3%	1.1%	0.3%
> Cc1ccccc1NS(=O)(=O)c1ccc(C(=O)N2CCN(c3ccccc3O)CC2)cc1
    -6.9%	-6.9%	-0.6%	-0.8%	0.3%	-5.1%	-46.8%	-1.4	26.7%	-1.6%	-19.8%
> CCOc1cc(/C=N/NC(=O)c2cccc(S(=O)(=O)N3CCOCC3)c2)ccc1OCC(=O)N(C)C
    4.5%	-5.8%	2.1%	-0.6%	-0.2%	-5.2%	11.9%	-0.1	10.1%	-4.6%	0.2%
> [N-]=[N+]=NCC/C=C\C1NS(=O)(=O)OCC1O (centres undefined)
    3.6%	5.1%	4.6%	-0.8%	-0.7%	-4.5%	1.6%	-1.7	20.6%	14.6%	-2.4%
> O=C(N[C@H]1CCC(=O)N([C@H](CSc2ccc(Br)cc2)Cc2ccccc2)CC1)OCc1ccccc1
    -4.8%	11.6%	-10.7%	-0.7%	-5.5%	-3.1%	-33.1%	·	23.2%	-12.9%	-3.7%
> Cc1ccc(O)c(C(=O)c2cnc3c(c2)c(C)nn3-c2ccccc2)c1
    -1.7%	1.8%	2.5%	-0.9%	2.6%	-0.9%	-47.6%	0.1	-30.5%	-3.0%	-4.3%
> O=C(c1cn(-c2ccccc2)nc1-c1ccc(F)cc1)N1CCOCC1
    21.3%	-6.7%	0.3%	-0.3%	-0.6%	-3.2%	0.5%	4.9	-3.9%	2.6%	2.3%
> O=C(Nc1ccccc1NS(=O)(=O)c1ccc(F)cc1)C1CCCC1
    -0.7%	-3.2%	-2.4%	-0.2%	0.6%	-4.8%	-1.9%	4.9	5.2%	-3.9%	-4.3%
> CC(C)[C@@H]1NC(=O)c2cc([N+](=O)[O-])cc(I)c2NCC[C@@H](C(N)=O)NC(=O)[C@H](CO)NC1=O
    9.8%	18.6%	·	-0.4%	3.8%	·	·	-0.8	·	·	4.6%
> Nc1nncn1C(=O)CCc1ccccc1
    -5.4%	1.5%	4.6%	-0.1%	0.2%	-3.8%	0.8%	8.5	-3.5%	·	0.1%
> CC12CC3(C)CC(C)(C1)CC(C(=O)NC(=S)N1CCCC1)(C2)C3
    2.0%	1.0%	0.6%	-0.7%	-8.0%	0.6%	-21.1%	-6.2	7.4%	-0.1%	3.7%
> COc1ccc2c(c1)SCC(=O)N2C
    6.8%	-12.3%	0.5%	-0.9%	-0.1%	-8.6%	-29.6%	-0.3	6.3%[7.66 µM]	-9.4%	?
> COC(=O)[C@@]1(C)[C@H]2C(=O)N(Cc3ccccc3)C(=O)[C@H]2[C@H]2CN=C(SCc3ccc(Cl)cc3)N21
    4.8%	-1.3%	-2.9%	-0.4%	2.7%	-9.4%	0.0%	·	12.5%	9.1%	-2.5%
> O=C(CN1CCCCC1)N1CCCc2c1c(=O)oc1ccc(OCc3ccccc3)cc21
    0.4%	-5.1%	-0.7%	-1.0%	-11.1%	-4.7%	-47.9%	18.7	-28.7%	-5.0%	0.7%
> COc1ccccc1C(=O)Nn1c(-c2cccs2)nc2ccccc2c1=O
    5.8%	-6.4%	-6.3%	-0.8%	2.7%	-6.1%	-30.8%	7.0	-38.2%	?	-5.5%
> O=C(O)C1Nc2c(C(=O)N3CCOCC3)cccc2C2C=CCC12 (centres undefined)
    12.8%	1.1%	2.8%	-0.4%	5.7%	2.1%	-0.9%	0.1	-13.8%	15.2%	-0.4%
> COc1ccc(C2(C(=O)NCCN3CCOCC3)CCOCC2)cc1
    3.4%	-2.0%	2.8%	-0.3%	-0.1%	-5.7%	1.6%	-1.1	20.0%	·	0.1%
> CCCN1CCC(=O)N(CCN=[N+]=[N-])CC1
    4.9%	8.9%	-0.8%	-0.6%	0.1%	-4.7%	0.0%	-0.3	15.6%	13.9%	0.3%
> O=C(NC1CCCCC1)C(c1ccco1)N(C(=O)c1csnn1)C1CCCC1 (centres undefined)
    -9.4%	0.9%	-1.4%	0.0%	2.1%	-4.6%	-7.5%	29.7	-0.7%	5.8%	0.0%
> COc1ccccc1Nc1nc(N)nc(CN2CCCCC2)n1
    -0.6%	1.6%	6.4%	0.0%	0.5%	-2.2%	-9.8%	-8.9	-16.3%	2.4%	-16.3%
> CSc1ccccc1NC(=O)Cn1nc([N+](=O)[O-])cc1C
    6.1%	?	1.5%	0.0%	0.8%	1.9%	-2.3%	-1.1	-32.4%[inhibitor]	1.3%	0.3%
> COc1ccccc1/C=C/C1NC(=O)NC(C)=C1C(=O)OC(C)C (centres undefined)
    -12.3%	3.3%	-2.6%	0.2%	1.5%	-3.6%	-10.6%	5.4	-31.2%	2.4%	1.7%
> O=C(COc1ccccc1[N+](=O)[O-])NCCCN1CCCC1=O
    -0.1%	5.6%	-0.2%	0.0%	0.1%	-2.8%	-2.6%	-2.0	-4.2%	16.6%	-2.4%
